influenza NS1A – H1N1 influenza NS1A inhibitors, functional cell based assay (AID 504329); NS1A functional cell-based assay, percent inhibition; higher % means a stronger effect; actives 0.3% (n = 340,000); inhibition, % at 12.5 µM; hits with a dose series show IC50 in µM; in the data active = a potency from the dose series; inconclusive = inhibition above about 27% without an active follow-up result; note: strong numbers were not always called active
M. tuberculosis HTS – M. tuberculosis growth inhibition, HTS (AID 449762) | inhibition, % at 25 µM, or IC50 in µM where a hit was titrated | actives 0.59% (n = 330,000) | M. tuberculosis H37Rv growth inhibition, 7H9 media; higher % means a stronger effect; in the data active = a potency from the dose series; inconclusive = inhibition above about 70% without an active follow-up result;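 note: bacterial growth assessed after seven days of incubation; strong numbers were not always called active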
inhibitors of VEEV – inhibitors of VEEV TC-83 cytopathic effect, confirmation, Vero cells (AID 588727) | Vero cells, VEEV TC-83 cytopathic effect inhibition; higher % means a stronger effect | one-dose inhibition, % at 20 µM; IC50 in µM for titrated hits | actives 0.13% (n = 350,000); in the data active = a potency from the dose series; inconclusive = inhibition mostly from about 14% at the one dose, without a potency; inactive = the rest, 99 in 100 with inhibition below about 12%; note: strong numbers were not always called active
Salmonella PhoP GFP – Inhibition of PhoP regulon, Salmonella typhi GFP reporter cells, confirmation, 4 h (AID 1850). Salmonella Typhi PhoP-promoter GFP reporter, fluorescence, 4 h; higher % means a stronger effect. one-dose inhibition, % at 50 µM; IC50 in µM for titrated hits. actives 0.33% (n = 310,000); in the data active = a potency from the dose series; inconclusive = inhibition mostly from about 25% at the one dose, without a potency; inactive = the rest, 99 in 100 with inhibition below about 19%;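 note: 0% = induced wells with vehicle and 100% = uninduced wells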
tuberculosis growth – growth inhibition of non-replicating M. tuberculosis (AID 488890) | one-dose inhibition, % at 25 µM; IC50 in µM for titrated hits | actives 0.39% (n = 320,000) | Mycobacterium tuberculosis non-replicating, growth inhibition; higher % means a stronger effect; in the data active = a potency from the dose series; inconclusive = inhibition mostly from about 82% at the one dose, without a potency; inactive = the rest, 99 in 100 with inhibition below about 76%;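 note: plate controls were DMSO cells for no effect and high antibiotic wells for full effect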
inhibitors of VEEV 10K pilot screen – second read-out of inhibitors of VEEV, no call of its own (marks repeat the call); inhibition, %; measured here: 10K pilot screen inhibition
Starred values were filed as active, the others as inactive; i = inactive; ? = inconclusive; . = not tested or not shown; & = joins results of further samples.

SMILES	influenza NS1A	M. tuberculosis HTS	inhibitors of VEEV	Salmonella PhoP GFP	tuberculosis growth	others
Cc1c(OCC(=O)N2CCC(C(=O)O)CC2)ccc2c3c(c(=O)oc12)CCCC3	3%	-4%	1.2%	5%	-8%
COc1cccc(NC(=O)C(C)SCc2ccccc2)c1 (centres undefined)	4%	51%	1.0%	12%	62%
CN(C(=O)C1CCN(S(=O)(=O)c2cccc3nonc23)CC1)C1CCCCC1	-1%	-2%	0.9%	10%	6%
COc1cccc(/C=C(/C(=O)OCC(=O)NC2CCCCCCC2)c2ccccc2)c1	-3%	21%	4.4%	-4%	42%
Cc1ccccc1NC(=O)CCC(=O)N/N=C/c1c[nH]c2ccccc12	8%	9%	0.7%	-2%	10%
CC(Oc1ccc(Cl)cc1Cl)C(=O)NN=C1CCN(C)CC1 (centres undefined)	8%	-1%	i	16%	-5%
CCCCCCC(=O)Nc1ccc(C(=O)N2CCCC2)cc1	7%	0%	1.9%	-9%	11%
Cc1ccc(C(=O)N/C(=C/c2ccco2)C(=O)NC2CCS(=O)(=O)C2)cc1 (centres undefined)	-2%	-10%	0.1%	-2%	-5%
Cc1ccc(C(=O)NCCc2c[nH]c3ccccc23)s1	2%	3%	i	5%	11%
Cc1cc(Br)cc(C)c1NC(=S)NC(=O)CC(C)C	1%	6%	2.5%	5%	?

Reprinted from the part before: 2 compounds, followed by the next part.
SMILES	influenza NS1A	M. tuberculosis HTS	inhibitors of VEEV	Salmonella PhoP GFP	tuberculosis growth	others
Cc1ccc(C(=O)NCCc2c[nH]c3ccccc23)s1	2%	3%	i	5%	11%
Cc1cc(Br)cc(C)c1NC(=S)NC(=O)CC(C)C	1%	6%	2.5%	5%	?
CC(C)COc1ccc(C(=O)OCCN2CCCCC2)cc1	-1%	5%	4.1%	5%	14%
Cc1ccc(S(=O)(=O)N(C)CC(=O)N2CCN(c3ccccn3)CC2)cc1	-2%	2%	2.2%	-4%	3%
COc1ccc(CN(C)CCc2ccccn2)c(OC)c1OC	-6%	0%	1.4%	-1%	2%
Cc1nc2ccc(C(=O)O)cc2[nH]1	16%	-8%	3.3%	-4%	-11%
NNC(=O)CCc1c[nH]c2ccccc12	4%	4%	1.4%	-2%	-3%
CCC1Oc2ccc(C)cc2N(CC(=O)NCC2COc3ccccc3O2)C1=O (centres undefined)	-2%	-2%	6.2%	24%	6%
COc1ccc2oc(=O)cc(C)c2c1	-6%	-5%	1.5%	-6%	2%
COc1ccccc1CNC(=O)CN(C)S(=O)(=O)c1ccc(Br)s1	4%	-7%	i	-2%	30%
O=C(c1ccc(C(=O)N2CCCCCC2)cc1)N1CCCCCC1	6%	-3%	0.9%	-8%	-3%
O=C(O)C1C2C=CC3(CN(c4cccc(C(F)(F)F)c4)C(=O)C13)O2 (centres undefined)	-1%	3%	1.4%	0%	2%

Gathered by group, those above with a thiophene ring, fused or not.
SMILES	influenza NS1A	M. tuberculosis HTS	inhibitors of VEEV	Salmonella PhoP GFP	tuberculosis growth	others
Cc1ccc(C(=O)NCCc2c[nH]c3ccccc23)s1	2%	3%	i	5%	11%
COc1ccccc1CNC(=O)CN(C)S(=O)(=O)c1ccc(Br)s1	4%	-7%	i	-2%	30%

Next section:
SMILES	influenza NS1A	M. tuberculosis HTS	inhibitors of VEEV	Salmonella PhoP GFP	tuberculosis growth	others
COCCNC(=O)CSCc1c(F)cccc1Cl	0%	0%	1.6%	-4%	5%
CS(=O)(=O)Nc1ccc(C(=O)NCCSCc2c(F)cccc2Cl)cc1	-15%	0%	0.9%	4%	7%
COCCn1c(=NC(=O)CCS(=O)(=O)c2ccccc2)sc2c(OC)ccc(OC)c21	-10%	-10%	6.6%	-13%	6%
CN(CC(=O)Nc1ccc(F)cc1)C(=O)Cn1cnc2ccc(Cl)cc2c1=O	-7%	-7%	0.1%	.	-7%
COc1cccc(CNc2cc(CSc3ccc(Cl)cc3)nc(C)n2)c1	0%	18%	4.3%	-4%	19%
O=C(CCl)N=c1sccn1Cc1ccc(Cl)cc1Cl	-11%	?	4.2%	8%	?
Cc1cc(NCc2ccccc2)nc(N2CCOCC2)n1	-3%	6%	3.4%	2%	10%
COc1ccc(C(=O)NCC(c2ccco2)N2CCOCC2)cc1OC (centres undefined)	-1%	2%	0.3%	0%	-3%
O=C(COC(=O)CNC(=O)C1CCCCC1)Nc1cc(C(F)(F)F)ccc1Cl	-17%	-8%	i	.	-11%
N=C(c1cccc([N+](=O)[O-])c1)N1CCCCC1	6%	-7%	0.6%	4%	-32%
Cc1nn(-c2ccccc2)c(=S)n1-c1ccccc1	-6%	0%	i	5%	-3%
Cc1ccccc1Nc1nc(CSc2nnnn2-c2ccccc2)cs1	3%	1%	9.5%	5%	9%
CCn1c(C)c(C2=CCN(S(=O)(=O)c3ccc(C)cc3)CC2)c2ccccc21	4%	0%	9.1%	-9%	24%
CC(=O)c1ccc(Oc2ncnc3sccc23)c(CN2CCOCC2)c1	0%	-14%	6.1%	-9%	-13%	inhibitors of VEEV 10K pilot screen=1.2
O=C(C1CC1)N(CCN(Cc1ccccc1)C(=O)C1CC1)Cc1ccccc1	6%	4%	i	5%	22%	inhibitors of VEEV 10K pilot screen=0.0
CC(=O)c1ccc(N2CCN(CC3CCCCC3)CC2)cc1	-2%	-3%	i	-4%	3%
Fc1ccc(F)c(CN2CCN(c3ncccn3)CC2)c1	-6%	1%	i	-17%	-7%
COc1ccc2[nH]c3c(c2c1)CCN1C(=O)N([C@@H](C)C(=O)NCc2ccccc2)C(=O)[C@]31C	9%	-3%	1.2%	2%	14%
C[C@H](CO)N1C[C@H](C)[C@@H](CN(C)S(C)(=O)=O)Oc2ccc(NC(=O)C3CCCCC3)cc2C1=O	-2%	-3%	i	.	.
Cc1ccc(SCCN2CCN(Cc3ccccc3)CC2)cc1	-1%	3%	i	-7%	74%
CCn1cc(C(=O)NCCC(=O)NC(C)C)c(=O)c2cc3c(cc21)OCO3	0%	-3%	1.4%	-4%	-12%
O=C(OC1CCN(c2ncc(C(F)(F)F)cc2Cl)CC1)c1cccc(C(F)(F)F)c1	-11%	1%	i	0%	20%
CCC1CCCCN1C(=O)CSc1nnc(-c2ccc(OC)cc2)o1 (centres undefined)	13%	-10%	7.3%	-14%	52%
CCOC(=O)C1=C(CSc2nc3ccccc3s2)NC(=O)NC1c1ccc(OC)cc1 (centres undefined)	7%	-2%	4.4%	-13%	39%
CCc1cc2c(s1)NC(=O)CN=C2c1cccs1	5%	-2%	2.5%	-1%	72%
Fc1ccccc1NC(=S)N1CCN(c2ccccn2)CC1	-5%	5%	0.8%	-8%	3%
Cn1c(SCC(=O)Nc2cccnc2)nnc1-c1ccccc1F	-2%	-1%	0.3%	-5%	0%
O=C(CSc1ccc2nnc(-c3ccccn3)n2n1)Nc1ccc(F)cc1F	14%	4%	3.6%	-1%	0%
Cc1ccc(-c2nnc(SCC(=O)N/N=C/c3ccccc3C(=O)O)n2C2CCCCC2)cc1	2%	-1%	1.6%	-8%	12%
O=C(NC1CC1)c1cccc(NC(=O)C2CCCCC2)c1	-7%	.	0.7%	.	.
CCC(C)Cn1c(C(C)C)nc2ccccc21 (centres undefined)	-7%	3%	0.3%	3%	-9%
CCN(CC)C(=O)Cn1cnc2sc(C(=O)Nc3cc(OC)c(OC)c(OC)c3)c(C)c2c1=O	2%	8%	1.1%	21%	-3%
Nc1cn(C2OC(CO)C(O)C2O)c(=O)[nH]c1=O (centres undefined)	-4%	-10%	i	5%	-17%
O=C(NCc1ccncc1)Nc1cccc([N+](=O)[O-])c1	-1%	1%	0.7%	-3%	13%
O=[N+]([O-])c1cccc(-n2nncc2-c2ccccc2)c1	-3%	7%	0.2%	8%	4%
COCCCNC(=O)Cn1cnc2c(NCc3ccccc3)ncnc21	5%	.	1.7%	.	.
COc1ccc(Br)cc1S(=O)(=O)n1ccnc1C	12%	-3%	0.1%	-1%	7%
CCOc1c2ccc(C(=O)NCc3ccc4c(c3)OCO4)cc2nn1C	-1%	-5%	0.9%	7%	-7%
Cc1n[nH]c(C)c1S(=O)(=O)N1CCCC(C(=O)NC2CCCc3ccccc32)C1 (centres undefined)	2%	-6%	0.5%	7%	26%
COc1ccc(/C=N/NC(=O)c2nn(-c3ccccc3)c(=O)c3c(N)scc23)cc1	6%	-6%	i	8%	5%
Cc1cccc(C)c1NC(=S)N1CCCN(Cc2ccc(F)cc2)C1	7%	13%	i	-1%	2%
CN1OC[C@@H]2CN(C(=O)CCc3ccccc3)[C@H](c3cccc(Oc4ccccc4)c3)C[C@@H]21	20%	.	i	.	.
COCCn1c(SCC(=O)NC2CCCC2)nnc1-c1ccco1	8%	1%	1.3%	5%	-6%
CC1(C)Cc2c(sc3c2c(=N)n(Cc2ccco2)c(=O)n3CC(=O)Nc2cccc(Cl)c2)CO1	8%	53%	6.3%	4%	17%
CCn1ccc(C(=O)NCCCN2CCCC2=O)n1	-8%	-12%	2.2%	-5%	5%
CCCCn1nc2cc(C(=O)NCc3ccco3)ccc2c1OCC	-2%	10%	2.1%	-4%	5%
O=C(NC1CCC(C(=O)O)CC1)OCc1ccccc1 (centres undefined)	-31%&-30%	8%&-2%	1.5%&1.2%&0.5%	7%&-30%	59%&-4%
CCOC(=O)c1c(C)n(C)c2cc(-c3cccc(C(F)(F)F)c3)c(O)cc12	4%	-5%	1.1%	-9%	-2%
COc1ccc(-c2ccc3c(c2)C2CC3CCN2C(=O)C2CCCCC2)cc1 (centres undefined)	3%	.	i	.	.
CCOc1ccc(S(=O)(=O)NCCCN2CCCC2=O)cc1	-4%	0%	0.7%	5%	-8%
The listing continues.
SMILES	influenza NS1A	M. tuberculosis HTS	inhibitors of VEEV	Salmonella PhoP GFP	tuberculosis growth	others
CCN1C(=O)N(CC)C2NC(=S)NC21 (centres undefined)	-8%	6%	0.0%	11%	-2%
Cc1cc(C(=O)C(C)OC(=O)c2cnccn2)c(C)n1-c1ccccc1 (centres undefined)	-8%	21%	3.5%	11%	6%
Cc1nc(SCCCSc2n[nH]c(C)n2)n[nH]1	-17%	-4%	i	-6%	9%
CC(C)n1nnnc1-c1cc(Cl)cc(Cl)c1	-2%	2%	i	6%	-3%
COc1ccc(-c2nn(-c3ccccc3C)cc2CNC(C)c2cn(C)nc2C)cc1F (centres undefined)	-2%	2%	1.1%	5%	10%
CC(=O)N1CCc2cc(S(=O)(=O)NC(CC(C)C)C(=O)Nc3cc(C(=O)O)ccc3C)ccc21 (centres undefined)	8%	0%	1.0%	0%	12%
CC(C)OC(=O)CCCN1C(=O)c2ccc(N)cc2C1=O	-6%	2%	1.2%	8%	.
COc1cccc(-n2c(SCC(=O)N3CCc4ccccc43)nnc2-c2c[nH]c3ccccc23)c1	-2%	6%	1.0%	-2%	2%
Cc1nn(-c2ccccc2)c2c1C1(C(=O)N(C)c3ccccc31)N(c1ccccc1)C(=O)N2 (centres undefined)	3%	-7%	0.1%	-6%	1%
CC(=O)c1cccc(NC(=O)C(C)N2CCc3ccccc3C2)c1 (centres undefined)	-4%	1%	0.5%	2%	-15%
COc1ccc(NC(=O)C2CCN(C(=O)Nc3ccccc3)CC2)cc1S(=O)(=O)N(C)C	-9%	-3%	4.2%	.	37%
Cc1cc(C)cc(C(=O)OCC(=O)NCc2ccco2)c1	-14%	11%	i	.	8%
O=C(COC(=O)COc1ccccc1[N+](=O)[O-])NC1CCCCC1	-3%	-1%	0.7%	.	7%
O=C(CCN1C(=O)[C@@H]2Cc3ccccc3CN2C1=O)NCc1ccc(Cl)cc1	-14%	-12%	6.0%	-2%	-13%
Cc1ccc(N(C)C(=O)Oc2cccc3cccnc23)cc1	8%	-2%	i	0%	2%
COC(=O)CNC(=O)c1cc(-c2ccncc2)nc2ccc(C)cc12	-8%	3%	3.0%	-7%	2%
CC(NC(=O)CCN1N=C(c2ccccc2)CCC1=O)c1ccc2c(c1)OCCO2 (centres undefined)	.	-4%	.	10%	-5%
C/C(=C\C(=O)c1ccccc1)Nc1ccc(O)cc1	-11%	-6%	1.3%	-10%	29%
CC1CC(C)CN(S(=O)(=O)c2cccc(C(=O)N3CCN(c4ccc(F)cc4)CC3)c2)C1 (centres undefined)	-3%	-7%	4.0%	.	27%

Ordered by molar mass (smallest number first): some entries from above
SMILES	influenza NS1A	M. tuberculosis HTS	inhibitors of VEEV	Salmonella PhoP GFP	tuberculosis growth	others
C/C(=C\C(=O)c1ccccc1)Nc1ccc(O)cc1	-11%	-6%	1.3%	-10%	29%
Cc1ccc(N(C)C(=O)Oc2cccc3cccnc23)cc1	8%	-2%	i	0%	2%
O=C(CCN1C(=O)[C@@H]2Cc3ccccc3CN2C1=O)NCc1ccc(Cl)cc1	-14%	-12%	6.0%	-2%	-13%

Source: PubChem BioAssay
